# Screening data: PubChem BioAssay, several laboratories
# SKN-1 inh = C. elegans SKN-1 inhibition; C. elegans VP596 Pgst-4::GFP/RFP ratio, acrylamide-induced, 24 h; inhibition, % at 21.8 µM; actives 0.49% (n = 360,000); AID 624304;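 active means interference check ratio from 0.5 to 1.5 plus GFP to RFP signal ratio inhibition reaching or exceeding a fixed threshold, cut at about 30% in these data, passing the limit was not always enough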; further: some compounds called inactive have numbers as strong as hits
# Rin1-Abl PPI inh = human Rin1-Abl interaction inhibition; P00519+Q13671; TR-FRET Rin1/Abl binding, biochemical; inhibition, % at 7.35 µM; actives 0.4% (n = 360,000); in the data active means inhibition above about 5%, passing the limit was not always enough
# FAS-TE inh = blocks the thioesterase domain of human fatty acid synthase | P49327 | inhibition, % at 15 µM | AID 602261 | actives 0.67% (n = 360,000) | recombinant FAS-TE, OMFH fluorogenic substrate, fluorescence endpoint;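 active means compounds whose normalised, plate-corrected inhibition of enzyme fluorescence in the single-dose primary screen is 50% or more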;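 further: 0% = DMSO with enzyme and 100% = substrate without enzyme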
# MT1-MMP act inh = blocks activation of human MT1-MMP; P50281; HT1080 RFP-PRO-GFP cells, GFP/RFP ratio fluorescence, overnight; percent of plate control window, DMSO zero; GFP/RFP ratio change, % at 20 µM; actives 0.061% (n = 360,000); AID 651647;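 active means GFP/RFP ratio change of at least 30% with cell ATP level not reduced by more than half and red fluorescence within 50% of control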; further: strong numbers were not always called active
#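 Assay system: HT1080 RFP-PRO-GFP cells | Dosing: 20 µM single dose, 1% DMSO | Incubation: Cells overnight before dosing, compound overnight, 37 °C, 5% CO2 | Evaluation: GFP/RFP fluorescence ratio | Control set: DMSO-only wells and HT1080 RFP-L50D-GFP cell wells as references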
# Neddyl block = cullin neddylation inhibition; P61081+Q13564; TR-FRET cullin neddylation, biochemical; calls only at 25 µM; actives 0.58% (n = 360,000); AID 651699; in the data active means inhibition above about 36%
# Target sequence (P61081 whole entry, looked up): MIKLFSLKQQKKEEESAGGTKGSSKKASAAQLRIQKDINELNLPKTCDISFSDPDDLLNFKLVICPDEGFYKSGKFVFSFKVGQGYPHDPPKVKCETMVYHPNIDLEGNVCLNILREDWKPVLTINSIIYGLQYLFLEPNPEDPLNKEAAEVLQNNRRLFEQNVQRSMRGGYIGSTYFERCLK
# Target sequence (Q13564 whole entry, looked up): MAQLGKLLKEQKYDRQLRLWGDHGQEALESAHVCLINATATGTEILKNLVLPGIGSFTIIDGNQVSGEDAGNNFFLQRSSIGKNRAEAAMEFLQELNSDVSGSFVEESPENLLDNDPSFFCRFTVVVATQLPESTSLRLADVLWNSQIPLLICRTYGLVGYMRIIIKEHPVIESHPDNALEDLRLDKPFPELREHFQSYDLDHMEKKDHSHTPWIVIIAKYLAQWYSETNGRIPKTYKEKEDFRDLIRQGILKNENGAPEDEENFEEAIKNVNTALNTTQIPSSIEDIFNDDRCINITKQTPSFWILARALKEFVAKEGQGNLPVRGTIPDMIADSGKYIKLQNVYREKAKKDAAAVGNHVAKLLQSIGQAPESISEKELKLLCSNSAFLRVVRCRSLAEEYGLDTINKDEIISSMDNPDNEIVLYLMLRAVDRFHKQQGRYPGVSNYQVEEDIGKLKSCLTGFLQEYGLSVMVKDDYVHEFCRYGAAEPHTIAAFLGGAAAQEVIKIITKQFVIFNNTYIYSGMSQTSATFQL
# bovine MsrA act = bovine methionine sulfoxide reductase A activation; purified bovine MsrA, absorbance read-out; activation, % at 10.6 µM; actives 0.3% (n = 360,000); AID 602163; in the data active means activation above about 7.5%;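 further: 0% = vehicle and 100% = reference activator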
# NRP1-CendR mod = NRP-1/CendR interaction modulation | FAM-RPARPAR peptide binding to NRP-1, fluorescence polarization | AID 602438 | O14786 | actives 0.85% (n = 360,000) | inhibition, % at 25 µM;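 active means inhibition or corrected inhibition above about 18%, plus a signal ratio from 0.5 to 1.5, limit read from the data, passing the limit was not always enough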; further: strong numbers were not always called active
# E coli Lon inh = inhibits E. coli Lon protease. inhibition, % at 7.94 µM. purified E. coli Lon protease, fluorescence polarization. P0A9M0. actives 0.42% (n = 360,000); in the data active means inhibition above about 13%, passing the limit was not always enough;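 further: 0% = enzyme with probe and DMSO and 100% = no enzyme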
# MsrA inh = inhibitors of bovine MsrA; purified bovine MsrA, absorbance read-out; inhibition, % at 15.5 µM; actives 0.75% (n = 360,000); in the data active means inhibition above about 4.5%;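 further: 0% = vehicle wells with enzyme and 100% = reference inhibitor wells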
# Starred values were filed as active, the others as inactive; i = inactive; · = no result given; + = active, no number; & = joins results of further samples.
# The first 2 records as a preview:
SMILES,SKN-1 inh,Rin1-Abl PPI inh,FAS-TE inh,MT1-MMP act inh,Neddyl block,bovine MsrA act,NRP1-CendR mod,E coli Lon inh,MsrA inh
COc1ccc(-c2nc(CN3CCN(C(=O)c4ccco4)CC3)c(C)o2)c(OC)c1C,1,-1,-5,-2,i,-3,3,-1,0.3
Oc1cc(-c2ccncc2)cc2cccnc12,19,9,2,-12,i,-3,0,11,1.4

# Main list, repeating the preview:
SMILES,SKN-1 inh,Rin1-Abl PPI inh,FAS-TE inh,MT1-MMP act inh,Neddyl block,bovine MsrA act,NRP1-CendR mod,E coli Lon inh,MsrA inh
COc1ccc(-c2nc(CN3CCN(C(=O)c4ccco4)CC3)c(C)o2)c(OC)c1C,1,-1,-5,-2,i,-3,3,-1,0.3
Oc1cc(-c2ccncc2)cc2cccnc12,19,9,2,-12,i,-3,0,11,1.4
CC1=CC(=O)[C@@H](OC(=O)Nc2ccc(C)cc2)[C@@H](c2ccccc2Br)N1C,-5,-1,-6,1,i,-11,5,-8,-0.4
CCOc1ccc2nc(NC(=O)C3=NN(c4ccccc4)C(=O)CC3)sc2c1,-9,-2,11,1,i,1,18,4,1.9
O=C(CNCc1ccccc1)Nc1ccccc1-c1ccccc1,5,4,-6,1,i,-5,-2,8,0.1
O=C(Nc1ccc(Cl)cc1)C1=Cc2ccccc2OC1,24,1,18,-5,i,-2,1,-1,0.6
COc1cccc2c1Oc1ncccc1N(C(=O)CCC(=O)NCc1ccccc1F)C2,12,3,-5,-3,i,-3,17,2,0.4
O=C(Nc1ccccc1OC(F)F)c1ccc(N2CCCC2=O)cc1,-16,-2,-8,2,i,-6,-1,-6,-0.7
O=S1(=O)N=C2CCCCCN2C(c2ccc(F)cc2)N1 (configuration not stated),-19,0,-4,1,i,-2,3,4,3.3
CN(C)c1nc(SCc2ccccc2Cl)nc2c1CCCC2,31*,0,14,-3,i,-6,18,6,·
NC(=O)N/N=C/c1ccc([N+](=O)[O-])o1,4,-3,1,2,i,0,-9,2,2.5
CC(OC(=O)CCN1C(=O)C2CC=CCC2C1=O)C(=O)c1ccc(F)cc1 (configuration not stated),-6,0,-8,-1,i,-5,9,5,-0.9
CC(=O)Nc1sc(N/N=C\c2ccccc2F)nc1-c1cccs1,-12,0,-8,16,i,-13,0,9,1.3
Cc1ccc(C)c(OCc2cc(C(=O)N3CCOCC3)no2)c1,5,4,-1,0,i,-3,-4,-14,-1.0
CCOc1ccc(NC(=O)CS(=O)(=O)c2cn(C)c3ccccc23)cc1,2,0,-3,3,i,-4,16,-6,0.2
Cc1ccc(/C=C2/Sc3ccc(C(=O)N4CCN(c5ccccn5)CC4)cc3NC2=O)cc1,-13,-2,20,-2,·,1,-80,-37,0.0
COc1ccccc1NC(=O)C(CCS(C)(=O)=O)N1C(=O)c2ccccc2C1=O (configuration not stated),10,-2,-9,-4,i,-5,3,-1,1.5
N#Cc1nc(COc2ccc(Cl)cc2)oc1N1CCCCCC1,14,-2,22,2,i,-3,3,7,-0.4
CNC(=S)NC1CC2CCCC(C1)N2Cc1ccccc1OC (configuration not stated),-6,2,-4,2,i,-3,-2,-9,-1.3
Cc1nn(C)c2nc(-c3cccs3)cc(C(F)(F)F)c12,16,4,13,0,+,-6,-12,-5,0.5
CCN(CC)CCCN1C(=O)C(O)=C(C(=O)c2sc(C)nc2C)C1c1ccco1 (configuration not stated),12,0,-4,-11,i,-3,-5,0,1.7
CN(C)S(=O)(=O)N1CCC(Oc2ccc(C(=O)NC3CCCCC3)cc2)CC1,1,1,0,5,i,-2,6,-7,-0.4
CN(C)CCCNc1oc(-c2ccccc2Cl)nc1S(=O)(=O)c1ccc(F)cc1,6,-2,-3,0,i,-2,4,-1,-0.1
O=C(COc1ccccc1[N+](=O)[O-])NCc1cccnc1,2,-3,-11,0,i,-2,-35,0,0.1
CS(=O)(=O)N(CC(=O)NCc1ccco1)c1ccc(OCc2ccccc2)cc1,3,7,7,9,i,-2,4,-5,-0.3
CN(C)c1cccc(C(=O)NC2CCCc3ccccc32)c1 (configuration not stated),7,-1,0,-1,+,-3,13,-1,0.0
Cc1cc(C)n(C(=O)CNc2cccc(Cl)c2C)n1,9,1,5,-1,i,0,2,-12,-0.8
COc1ccc(-n2c(CN3CCN(c4ccccn4)CC3)nc3ccc([N+](=O)[O-])cc3c2=O)c(OC)c1,-2,-5,24,-1,i,-4,0,1,-0.4
C/C(=N\NC(=O)c1ccc(O)cc1)c1ccc(N2CCOCC2)cc1,-2,-2,-2,6,i,-5,-5,-10,4.0
CC(Sc1nnc(Nc2ccccc2)s1)C(=O)NC1CCCc2ccccc21 (configuration not stated),11,-1,6,-9,i,-3,13,-8,-0.8
COCCn1c(=NC(=O)CCS(=O)(=O)c2ccccc2)sc2cc(F)ccc21,0,2,3,2,i,-5,-8,4,0.8
C[C@H]1CN([C@@H](C)CO)C(=O)CCCn2cc(nn2)CO[C@@H]1CN(C)S(=O)(=O)c1ccccc1C#N,3,-2,-7,-2,i,-6,0,-1,-0.3
O=C1NCC(COCc2ccco2)O1 (configuration not stated),7,-3,-9,-7,i,-1,-7,11,0.3
[O-][n+]1c2ccccc2c2n1CCN1CCOC21c1ccc(Cl)cc1 (configuration not stated),3,-2,-6,-10,i,-4,-18,-19,2.3
c1ccc(Nc2n[nH]nc2-c2ccccc2)cc1,19,1,-42,0,i,-1,6,-4,-0.1
C=CCn1c(SCC(=O)Nc2sc3c(c2C#N)CCC(C)C3)nc2cc(C(=O)O)ccc2c1=O (configuration not stated),17,2,24,12,i,-8,-24,48*,0.9
Cc1cc(-c2n[nH]c(=S)n2-c2ccccc2)nn1C,4,-3,-11,-5,i,2,-4,-4,-0.4
Cc1cc([N+](=O)[O-])ccc1NC(=O)CN1CCN(Cc2ccccc2)CC1,5,3,18,-1,i,-4,7,-3,1.7
O=C(c1cc(S(=O)(=O)N2CCN(c3ccccc3)CC2)ccc1Cl)N1CCCCCCC1,8,1,28,-14,i,-2,3,3,1.4
CC1Cc2ccccc2N1C(=O)CSc1nnnn1-c1ccc2c(c1)OCCO2 (configuration not stated),5,3,18,5,i,-5,3,-5,1.2
Cc1cc(=O)[nH]c(N2CCOCC2)n1,-2,7,-6,0,i,-6,-4,-7,0.9
S=C1NCCOCCNC(=S)NCCOCCOCCN1,8,3,-8,-1,i,-1,2,-2,-0.6
CCCc1cc(N2CCCC(C(=O)Nc3c(OC)cccc3OC)C2)n2ncnc2n1 (configuration not stated),-5,1,0,2,i,-13,-1,-4,0.4
COC(=O)c1ccc(CSc2nccn2C)cc1,7,1,-2,2,i,2,10,-6,0.0
O=C(NCc1ccc(Cl)c(Cl)c1)c1ccco1,4,3,7,0,i,0,-7,-4,-0.2
COc1cc2nc(N3CCN(c4cc(C)ccc4C)CC3)nc(N)c2cc1OC,3,3,9,-25,i,-7,-10,6,-0.6
CN(C)CCC(c1ccc(Cl)cc1)c1ccccn1 (configuration not stated),5&9,-1&2,-3&3,-1&-3,i,0&0,9&-7,3&9,-0.8&1.3
NNC(=O)c1cc2cc3ccccc3nc2s1,2,-1,-4,2,i,-5,-9,-4,0.1

# Ordered by SMILES length (lowest first): five of the compounds above.
SMILES,SKN-1 inh,Rin1-Abl PPI inh,FAS-TE inh,MT1-MMP act inh,Neddyl block,bovine MsrA act,NRP1-CendR mod,E coli Lon inh,MsrA inh
NNC(=O)c1cc2cc3ccccc3nc2s1,2,-1,-4,2,i,-5,-9,-4,0.1
O=C(NCc1ccc(Cl)c(Cl)c1)c1ccco1,4,3,7,0,i,0,-7,-4,-0.2
Cc1cc(-c2n[nH]c(=S)n2-c2ccccc2)nn1C,4,-3,-11,-5,i,2,-4,-4,-0.4
CC1Cc2ccccc2N1C(=O)CSc1nnnn1-c1ccc2c(c1)OCCO2 (configuration not stated),5,3,18,5,i,-5,3,-5,1.2
CCCc1cc(N2CCCC(C(=O)Nc3c(OC)cccc3OC)C2)n2ncnc2n1 (configuration not stated),-5,1,0,2,i,-13,-1,-4,0.4

# The list goes on.
SMILES,SKN-1 inh,Rin1-Abl PPI inh,FAS-TE inh,MT1-MMP act inh,Neddyl block,bovine MsrA act,NRP1-CendR mod,E coli Lon inh,MsrA inh
Cc1cc(NCCCn2ccnc2)n2ncc(-c3ccc(Cl)cc3)c2n1,10,2,-10,-15,·,-3,1,-5,1.4
CCOc1ccc(CNC(=O)Cn2ccc3cc(S(=O)(=O)N4CCCCCC4)ccc32)cc1,3,3,17,1,i,-1,8,-5,-0.2
COc1ccc(NC(=S)N(CCCN2CCC(C)CC2)Cc2cccs2)cc1Cl,-5,-1,17,4,i,1,-7,-15,-1.5
O=C(c1ccc(C#Cc2ccccc2)o1)N1CCN(c2ccccn2)CC1,8,3,22,8,i,-6,40*,3,1.7
O=C(Nc1ccc(Cl)cc1)N[C@@H]1CC[C@H](CCNS(=O)(=O)c2ccccc2F)O[C@@H]1CO,-1,·,·,5,i,·,2,·,0.0
COc1ccc(C(=O)O)cc1S(=O)(=O)NCCN(C)C,-10,-2,-9,-11,i,-7,5,-13,-0.7
O=C(NCC1CCCO1)C1CC(=O)N(c2ccccc2)C1 (configuration not stated),-28,0,-2,2,i,-9,4,2,-0.6
COc1cccc(/C=N/n2cncn2)c1OCC#N,-24,-2,-4,2,·,-4,-2,-1,1.0
N#CCSc1ccc(-c2nc3ccccc3[nH]2)cn1,10,-4,1,6,i,-4,-3,-17,4.2
Cc1cc(C)nc(NC(=O)/C=C/c2ccccc2Cl)n1,12,-5,2,-4,i,-4,-2,0,1.3
CC(=O)Nc1cccc(NC(=O)CSc2nc3c(c(=O)n(C)c(=O)n3C)n2C)c1,0,4,-4,0,i,-2,3,0,-1.4
O=C(Nc1ccc(Cl)cc1Cl)C1=Cc2ccccc2OC1,37*,0,15,-4,i,-1,-7,4,0.9
Cc1ccc(N2NC(C)(c3cccs3)NC2=S)cc1 (configuration not stated),16,0,-10,-4,i,-5,4,-14,0.0
CCS(=O)(=O)c1ccc2c(c1)NC(=O)C(CCCl)O2 (configuration not stated),-2,-2,-1,4,i,-6,3,2,-0.7
CC1(C)CC(=O)C=C(c2ccc(-c3cnn(Cc4ccccc4)c3)cc2)C1=O,-3,0,60*,0,i,-3,-5,7,4.3
CN1C(=O)Cc2cc(S(=O)(=O)N3CCN(c4ccc(Cl)cc4)CC3)ccc21,1,3,5,1,i,0,6,0,0.8
CC1CC(C)CN(S(=O)(=O)N2CCCC(C(=O)NCCc3ccccc3)C2)C1 (configuration not stated),0,-1,1,-1,i,-3,-1,-6,-0.2
NC(=O)CC(NC(=O)Cc1ccc(Cl)cc1)c1ccc(NC2CCCC2)c([N+](=O)[O-])c1 (configuration not stated),6,-2,3,4,i,-4,-26,-11,0.8
CCOc1ccc(-c2c(C(=O)N/N=C/c3cccs3)nnn2-c2nonc2N)cc1,-5,-2,-1,2,i,-4,9,-14,1.5
O=C(CSc1nncn1-c1ccccc1F)NC1CCCCC1,8,-2,-2,-1,i,-2,-14,-1,-0.5
COc1ccc(C2=NN(c3nc(C(=O)O)cs3)C(O)(C(F)(F)F)C2)c(OC)c1 (configuration not stated),-1,3,0,-1,·,-2,-4,-3,1.9
CC1(C)CC(/C=C/c2ccccc2)=Nc2ccccc2N1,-6,0,1,-4,i,-3,-2,-3,1.0
O=[N+]([O-])c1ccc(Nc2nc(NC3CCCCC3)nc(N3CCCC3)n2)cc1,10,1,44,-1,i,-10,39*,7,-0.8
O=C(COc1ccc(F)cc1Br)NCC1COc2ccccc2O1 (configuration not stated),-1,5,29,4,i,-2,-4,7,1.0
CC(OC(=O)Cc1n[nH]c(=O)c2ccccc12)C(=O)Nc1ccc(F)cc1Cl (configuration not stated),11,2,-6,1,i,-2,2,3,1.0
Nc1nc(SCC(=O)c2ccc(Cl)cc2)c2ncn(C3OC(CO)C(O)C3O)c2n1 (configuration not stated),10,2,-4,-4,i,-1,3,-12,0.1
COc1ccc(C2CC(c3ccc(Cl)cc3)=NN2C(=O)c2cccc([N+](=O)[O-])c2)cc1 (configuration not stated),9,1,29,-1,i,-6,-10,14,-0.6
